Source: PubChem BioAssay (several laboratories)
CHT inh: inhibitors of human choline transporter CHT | B-score at 10 µM | High affinity choline transporter 1 (Homo sapiens), Q9GZV3 | 310,000 tested, 0.86% active | CHT-expressing cells, membrane potential dye, choline response; stronger effect = lower value;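 active = B-score over 3 SD under the library average, and starting fluorescence ratio not unusually high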;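 note: choline stimulus applied at its EC90 after an EC20 pre-addition; B-score computed on integrated fluorescence ratio after choline addition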
Target sequence (Q9GZV3 whole entry, looked up): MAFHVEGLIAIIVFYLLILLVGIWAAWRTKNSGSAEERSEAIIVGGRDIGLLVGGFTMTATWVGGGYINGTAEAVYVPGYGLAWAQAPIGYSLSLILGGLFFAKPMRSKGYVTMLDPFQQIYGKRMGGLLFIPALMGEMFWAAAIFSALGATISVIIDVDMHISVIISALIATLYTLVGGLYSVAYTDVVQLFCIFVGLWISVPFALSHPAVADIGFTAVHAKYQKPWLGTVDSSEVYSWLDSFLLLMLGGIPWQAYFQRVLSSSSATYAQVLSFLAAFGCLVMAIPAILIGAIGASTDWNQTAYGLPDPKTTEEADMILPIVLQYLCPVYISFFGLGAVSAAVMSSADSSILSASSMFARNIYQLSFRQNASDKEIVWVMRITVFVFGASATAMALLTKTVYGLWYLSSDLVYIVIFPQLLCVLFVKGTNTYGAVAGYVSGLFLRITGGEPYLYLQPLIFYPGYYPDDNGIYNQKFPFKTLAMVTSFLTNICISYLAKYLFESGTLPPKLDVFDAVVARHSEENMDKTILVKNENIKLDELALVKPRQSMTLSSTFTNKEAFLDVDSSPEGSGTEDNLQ
STK33 kinase inh: inhibitors of purified STK33 kinase, primary screen, biochemical, ADP-Glo luminescence, homogeneous, cell-free | MBP phosphorylation | 320,000 tested, 0.073% active | inhibition, % at 10 µM;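 active = inhibition at or above 25%, using the most active replicate where run in duplicate; inactive = inhibition below 25%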
Target sequence (Q9BYT3 whole entry, looked up): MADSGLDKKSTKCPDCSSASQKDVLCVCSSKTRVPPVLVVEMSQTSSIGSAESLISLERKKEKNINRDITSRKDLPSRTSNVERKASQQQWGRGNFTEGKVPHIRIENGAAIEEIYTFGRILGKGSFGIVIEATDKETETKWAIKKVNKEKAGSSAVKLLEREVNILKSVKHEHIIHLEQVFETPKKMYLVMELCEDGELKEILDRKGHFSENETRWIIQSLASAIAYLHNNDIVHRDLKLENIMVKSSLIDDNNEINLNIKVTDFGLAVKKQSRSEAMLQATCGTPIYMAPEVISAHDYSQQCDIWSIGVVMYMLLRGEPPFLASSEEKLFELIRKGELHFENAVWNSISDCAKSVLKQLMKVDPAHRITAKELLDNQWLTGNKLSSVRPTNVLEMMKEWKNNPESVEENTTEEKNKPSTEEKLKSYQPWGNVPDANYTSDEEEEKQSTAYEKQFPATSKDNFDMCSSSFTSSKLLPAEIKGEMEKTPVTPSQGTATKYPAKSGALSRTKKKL
CHT allo act: CHT positive allosteric modulators, primary screen, cell-based, membrane potential dye, choline EC20; High affinity choline transporter 1 (Homo sapiens), Q9GZV3; CHT-expressing cells; stronger effect = higher value; LV-AA mutant CHT in HEK293 cells; B-score at 10 µM; 310,000 tested, 0.49% active;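 active = initial fluorescence not abnormally high and integrated response B-score, plate-corrected, over 3 SD above library mean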
Starred values were filed as active, the others as inactive; i = inactive; nt = no result given.

SMILES	CHT inh	STK33 kinase inh	CHT allo act
CSc1cccc(N2CC(C(=O)NCCN3C(=O)S/C(=C\c4cccnc4)C3=O)CC2=O)c1 (stereo not given)	i	-1.0	i
CC(=O)N1c2ccc(S(=O)(=O)N3CCCC(C(=O)Nc4ccc(F)cc4)C3)cc2CC1C (stereo not given)	i	-0.8	i
CCOC(=O)c1cc(C)nc(N2CCCCC2)c1C#N	i	0.7	i
Cc1ccc(OCC(=O)NCc2n[nH]c(=O)c3ccccc23)cc1	i	-1.0	i
CCn1c(Cn2nnc(-c3ccccc3)n2)nnc1SCC(=O)Nc1ccccc1	i	-2.1	i
Cc1cc(=O)n(CNC(=O)c2ccccc2)c(=S)[nH]1	i	-0.9	i
CCOC(=O)c1sc(NC(=O)c2ccc3nc[nH]c3c2)nc1C	i	2.1	i
COc1ccc(Cn2c(O)cc(=O)[nH]c2=O)cc1	i	-1.1	i
COc1ccc(NC(=O)CCCSc2nc(-c3ccco3)cc(C(F)(F)F)n2)cc1OC	i	-1.3	i
Cc1cnc(C(=O)OCC(=O)NC2CCCCCC2)cn1	i	-0.8	i
FC(F)(F)c1nnc2ccc(NCc3cccnc3)nn12	i	0.6	i
COc1ccc(C(C#N)N2CCCCCC2)cc1OC (stereo not given)	i	0.4	i
Cc1noc(C)c1CSc1nc2ccccc2[nH]1	i	-1.9	i
O=C(Nc1cc(-c2ccccc2)sc1C(=O)O)c1cccc(F)c1	i	4.8	i
COc1ccc(C2CC(=O)C=C(NCc3ccc4c(c3)OCO4)C2)cc1 (stereo not given)	i	-1.0	i
O=C(CNC(=O)c1ccc(Cl)cc1Cl)NCC1CCCO1 (stereo not given)	i	-0.2	i
COc1ccc(N2CC(C)Cn3c2nc2c3c(=O)n(CCN3CCOCC3)c(=O)n2C)cc1 (stereo not given)	i	0.2	i
Cn1c(=O)c2c(SCC(=O)N3CCCCC3)nc(-c3ccccc3F)nc2n(C)c1=O	i	-1.7	i
Cc1ccc(Cn2ccc(NC(=O)c3cc(C)on3)n2)cc1	i	0.7	i
N#C/C(=C\c1cccc(Cl)c1)C(=O)c1ccccc1	i	1.0	i
CCC(C)NC(=O)c1c(N)n(/N=C/c2cccnc2)c2nc3ccccc3nc12 (stereo not given)	i	-1.6	i
O=C(CCCN1C(=O)C2CCCCN2C1=O)N1CCN(c2ccc([N+](=O)[O-])cc2)CC1 (stereo not given)	i	0.1	i
CCN(CC)c1ccc(NC(=O)C(C)C)cc1	i	0.2	i
CCCCCN(C(=O)CCC(=O)OC(C)C(=O)Nc1cccc(C#N)c1)c1c(N)n(CCCC)c(=O)[nH]c1=O (stereo not given)	i	1.3	i
COc1ccc(CCC(=O)NCC(=O)OCc2ccccc2)cc1	i	-0.7	i

Compounds shown so far that have four or more nitrogen atoms, in the order listed:
SMILES	CHT inh	STK33 kinase inh	CHT allo act
CSc1cccc(N2CC(C(=O)NCCN3C(=O)S/C(=C\c4cccnc4)C3=O)CC2=O)c1 (stereo not given)	i	-1.0	i
CCn1c(Cn2nnc(-c3ccccc3)n2)nnc1SCC(=O)Nc1ccccc1	i	-2.1	i
CCOC(=O)c1sc(NC(=O)c2ccc3nc[nH]c3c2)nc1C	i	2.1	i
FC(F)(F)c1nnc2ccc(NCc3cccnc3)nn12	i	0.6	i
COc1ccc(N2CC(C)Cn3c2nc2c3c(=O)n(CCN3CCOCC3)c(=O)n2C)cc1 (stereo not given)	i	0.2	i
Cn1c(=O)c2c(SCC(=O)N3CCCCC3)nc(-c3ccccc3F)nc2n(C)c1=O	i	-1.7	i
Cc1ccc(Cn2ccc(NC(=O)c3cc(C)on3)n2)cc1	i	0.7	i
CCC(C)NC(=O)c1c(N)n(/N=C/c2cccnc2)c2nc3ccccc3nc12 (stereo not given)	i	-1.6	i
O=C(CCCN1C(=O)C2CCCCN2C1=O)N1CCN(c2ccc([N+](=O)[O-])cc2)CC1 (stereo not given)	i	0.1	i
CCCCCN(C(=O)CCC(=O)OC(C)C(=O)Nc1cccc(C#N)c1)c1c(N)n(CCCC)c(=O)[nH]c1=O (stereo not given)	i	1.3	i

Carrying on.
SMILES	CHT inh	STK33 kinase inh	CHT allo act
CS(=O)(=O)N(CC(=O)N1CCCC1)c1ccc(Cl)cc1Cl	i	-3.2	i
CC(c1ccccn1)N(C)C(=O)c1ccc2nc(Cc3cccc(Cl)c3)oc2c1 (stereo not given)	i	-0.6	i
COc1cc(C2CC(=O)N3CN(Cc4ccco4)CSC3=C2C#N)ccc1OCc1ccccc1 (stereo not given)	i	0.3	i
Cc1ccc(CSCc2ccc(C(=O)NCCCN3CCOCC3)o2)cc1	i	-2.3	i
c1ccc2c(c1)CSc1ccccc1N2	i	-0.4	i
COc1ccc(C(CC(=O)N2CCCCC2)c2c(O)cc(OC)cc2OC)cc1 (stereo not given)	i	0.7	i
CCNC(=S)NNC(=O)c1ccccn1	i	-0.3	i
CC(C)n1c(C(O)c2ccccc2)nc2ccccc21 (stereo not given)	i	-1.4	i
CCOC(=O)C1CCN(Cc2ccc(Cl)c(Cl)c2)CC1	i	1.2	i
CC(=O)NS(=O)(=O)c1ccc(NC(=O)/C=C/c2cn(-c3ccccc3)nc2-c2ccccc2)cc1	i	-0.4	i
O=C(Cn1c(=O)[nH]c2ccsc2c1=O)NC1CCCCCC1	i	-1.7	i
CC1CCCCC1NC(=O)CSc1nnnn1-c1ccccc1 (stereo not given)	i	-1.1	i
CCCOCn1cc(F)c(=O)[nH]c1=O	i	-0.5	i
C=CCN(c1ccccc1C(=O)O)S(=O)(=O)c1ccc(NC(=O)OC)cc1	i	-0.2	i
CCOc1ccc(/C(O)=C2/C(=O)C(=O)N(CCOCCO)C2c2ccccn2)cc1 (stereo not given)	i	-0.1	i
O=C(NCc1ccc2c(c1)OCO2)C1CC(c2ccccc2O)=NO1 (stereo not given)	i	-0.7	i
O=C(CSc1nnc(Cc2ccccc2)o1)N1CCOCC1	i	-0.5	i
O=c1[nH]c(C(F)(F)F)nc2ccccc12	-5.1*	1.0	i
CCOC(=O)c1c(-c2ccc(C)cc2)cn2ccccc12	i	0.1	i
CCCCCNC(=O)C1CC(=O)OC12CCCCC2 (stereo not given)	i	-0.2	i
N#Cc1sc2nc(N3CCCCC3)c3c(c2c1N)CCCC3	i	-0.7	i
CNc1nc(N)c(C(=O)C(C)(C)C)s1	i	0.9	i
COc1ccc(N(CC(=O)NCc2ccccc2)S(C)(=O)=O)cc1	i	-1.7	i
Cc1ccc(N=C2NC(=O)/C(=C/c3cccnc3)S2)cc1C	i	0.1	i
COc1ccc([N+](=O)[O-])cc1NC(=O)COC(=O)c1ccccc1C(=O)c1ccccc1	i	-0.1	i

Complete entries, looked up by structure. Order of values: CHT inh | STK33 kinase inh | CHT allo act
O=C(Cn1c(=O)[nH]c2ccsc2c1=O)NC1CCCCCC1 is listed as i | -1.7 | i
c1ccc2c(c1)CSc1ccccc1N2 is listed as i | -0.4 | i

More entries follow.
SMILES	CHT inh	STK33 kinase inh	CHT allo act
Cn1c(SCC(=O)NC2CCCC2)nnc1-c1ccc(S(=O)(=O)N2CCOCC2)cc1	i	-2.1	i
CCCN=Cc1c(CCC)[nH]n(-c2nc3ccccc3s2)c1=O	i	-1.0	i
CCc1cccc(Nc2c([N+](=O)[O-])cc(C(=O)N3CC(=O)Nc4ccccc43)cc2[N+](=O)[O-])c1	i	-2.3	i
CCC(=O)Nc1nnc(-c2cccs2)s1	i	-2.0	i
CCOc1ccc(CSC(=N)N)cc1	i	0.6	i
CC1=NN(C(=O)c2ccco2)C(O)(c2ccccc2)C1 (stereo not given)	i	-0.2	i
O=C(NNC(=O)c1cc(-c2ccccc2)n(-c2ccccc2)n1)c1cccc([N+](=O)[O-])c1	i	-2.1	i
Cc1ccc(N(CC(O)CN2CCCCC2)S(=O)(=O)c2ccc(C)cc2)cc1 (stereo not given)	i	-1.5	i
Cc1ccc(S(=O)(=O)/N=C2/NC(=O)/C(=C/c3cc([N+](=O)[O-])ccc3O)S2)cc1	i	2.7	i
CCOn1c(=O)c(-c2cccc(Br)c2)[n+]([O-])c2ccccc21	i	-1.4	i
CC(=O)Oc1ccc(N(C(C)=O)S(=O)(=O)c2ccc(C)c([N+](=O)[O-])c2)cc1	i	-0.6	i
COc1ccc(C(NC(=O)C(C)C)c2ccc3cccnc3c2O)cc1 (stereo not given)	i	-0.8	i
Cc1cc(=O)oc2cc(OCC(=O)Nc3c(Cl)cccc3C(F)(F)F)ccc12	i	-1.8	i
Cn1c(NCCN2CCCCC2)cc(=O)n(C)c1=O	i	-4.2	i
O=C(NCC1CCCO1)c1cccc(S(=O)(=O)N(Cc2ccccc2)c2ccccc2)c1 (stereo not given)	i	1.3	i
CCOC(=O)c1c(C)oc(C)c(C(=O)OCC)c1=O	i	-0.6	i
O=C(CNC(=O)c1ccccc1F)OCCOc1cccc(Cl)c1	i	-0.1	i
Cc1oc2c(C)c3oc(=O)c4c(c3cc2c1C)CCCC4	i	0.4	i
COCCN1CCN(C(=O)c2cc(COc3ccc(F)cc3Cl)on2)CC1	i	-0.7	i
Cc1cc(C)c(NC(=S)N(CCN(C)C)Cc2cccs2)c(C)c1	i	-1.5	i
COc1ccc(C(=O)N2CCN(C(=O)CC(C)C)CC2)cc1OC	i	-1.9	i
Cc1ccc(S(=O)(=O)N2CCN(C(=O)C(F)(F)F)C2c2ccc(N(C)C)cc2)cc1 (stereo not given)	i	-2.8	i
COc1ccc(C(=O)NC(Cc2c[nH]c3ccccc23)C(=O)O)cc1 (stereo not given)	i	-1.1	i
O=C(C1=C[C@@H](c2csc3ccccc23)C[C@@H](OCc2ccc(CO)cc2)O1)N1CCN(Cc2ccccc2)CC1	i	-0.3	i
CCOC(=O)c1c(C)n(CC(COC(C)=O)OC(C)=O)c2ccc(OC(C)=O)cc12 (stereo not given)	i	-2.3	i

Later entries.
SMILES	CHT inh	STK33 kinase inh	CHT allo act
Fc1ccc(CN2CCCN(C(=S)Nc3ccc(F)cc3)CC2)cc1	i	-1.1	i
CC(=O)N=c1sccn1CC(=O)c1ccc([N+](=O)[O-])cc1	i	-1.5	i
Cc1nnc(SCc2nnc(-c3ccccc3)o2)n(N)c1=O	i	-0.5	i
COc1ccc(OCC(O)CNC(=O)c2c(-c3ccccc3)noc2C)cc1 (stereo not given)	i	0.6	i
COC(=O)c1cn(CC(=O)Nc2ccccc2C)c2ccccc12	i	-0.8	i
Fc1ccc(Br)cc1C1C=C(c2cccnc2)Nc2ncnn21 (stereo not given)	i	4.7	i
CCn1c(N2CCN(C(=S)NCC(C)C)CC2)nc2ccccc21	i	3.0	i
COc1ccccc1NC(=O)CCC(=O)Nc1cc(OC)c(NC(=O)c2cccs2)cc1OC	i	-0.3	i
COC(=O)Cc1ccc(NC(=S)NCc2ccc(S(N)(=O)=O)cc2)cc1	i	-0.3	i
CN1C(=O)c2oc3ccccc3c(=O)c2C1c1ccccn1 (stereo not given)	i	-0.5	i
Cn1c(CNC(=O)CNC(=O)c2ccc(C(C)(C)C)cc2)cc(=O)n(C)c1=O	i	-1.4	i
CNS(=O)(=O)c1ccc(NC(=S)Nc2ccc3c(c2)OCO3)cc1	i	-1.0	i
Cc1ccc(N2CC(O)=C(c3nc4ccccc4c(=O)[nH]3)C2=N)cc1C	i	0.7	i
CCOc1cc(NC(=O)c2cnccn2)c(OCC)cc1NC(=O)c1cccc(F)c1	i	-0.8	i
CCSc1nc2c(c(=O)[nH]1)C(c1ccccn1)C1=C(CC(C)(C)CC1=O)N2 (stereo not given)	i	0.3	i
C/C(=N\Nc1ccc([N+](=O)[O-])cc1[N+](=O)[O-])C(C)C(C)C (stereo not given)	i	0.0	i
COc1ccc(C(O)c2nc3ccccc3n2C(C)C)cc1 (stereo not given)	i	-1.4	i
Cc1noc(C)c1CSCC(=O)Nc1ccc(OC(F)F)c(Cl)c1	i	-4.5	i
CCC(=O)N1CCc2cc(S(=O)(=O)N(CC)c3cccc(C)c3)ccc21	i	-1.3	i
O=C(O)CC(NCc1ccco1)C(=O)OCCCl (stereo not given)	i	-0.9	i
CCNc1nc(NCC)nc(N(n2cnnc2)S(=O)(=O)c2ccc(C)cc2)n1	i	nt	i
O=C(Nc1ccc(F)cc1)c1cc(Cl)sc1Cl	i	0.5	i
COc1ccc(-c2nnnn2CCc2ccccc2)cc1	i	1.5	i
OC(COc1ccc2cc(Br)ccc2c1)CN1CCOCC1 (stereo not given)	i	0.3	i
CCn1c(=O)n(CC)c2cc(S(=O)(=O)Nc3cc(C)cc(C)c3C#N)ccc21	i	0.8	i

The list goes on.
SMILES	CHT inh	STK33 kinase inh	CHT allo act
CC1=C(C(=O)OCCNC(=O)c2ccccc2O)C(c2ccccc2[N+](=O)[O-])C(C(=O)OCC2CCCO2)=C(C)N1 (stereo not given)	i	-0.7	i
CCOC(=O)C1CCN(C(=O)CCC(=O)NCCc2ccc(Cl)cc2)CC1	i	nt	i
CCOC(=O)C1(CCOC)CCN(C(=O)c2sccc2C)CC1	i	-1.1	i
O=C1CC(N2CCC(c3nc4ccccc4o3)CC2)C(=O)N1c1ccc(F)cc1 (stereo not given)	i	-0.3	i
CC1CCCCN1CCNC(=O)Cn1nc(-c2ccccc2)ccc1=O (stereo not given)	i	-0.7	i
Cc1ccc(NS(=O)(=O)c2c(C)[nH]c(=O)[nH]c2=O)cc1F	i	-0.1	i
Nc1nnnn1/N=C/c1ccccc1	i	-2.9	i
O=C(NC(=S)NNC(=O)c1cccs1)c1ccc(Br)o1	-7.5*	0.6	i
COc1ccc(NC(=O)CN2CCCCC2)cc1	i	-1.3	i

3 compounds out of the list above, arranged by the number in STK33 kinase inh, falling:
mol	CHT inh	STK33 kinase inh
Cc1ccc(S(=O)(=O)/N=C2/NC(=O)/C(=C/c3cc([N+](=O)[O-])ccc3O)S2)cc1	i	2.7
CCn1c(=O)n(CC)c2cc(S(=O)(=O)Nc3cc(C)cc(C)c3C#N)ccc21	i	0.8
COc1ccc(N2CC(C)Cn3c2nc2c3c(=O)n(CCN3CCOCC3)c(=O)n2C)cc1 (stereo not given)	i	0.2
